Screening results as filed in PubChem.
GLP1R inv ag = qHTS of GLP-1 Receptor Inverse Agonists (Inhibition Mode); Glucagon-like peptide 1 receptor (Homo sapiens), P43220; HEK293 GLP-1R CRE-luciferase, luminescence, 24 h; GLP-1R form is constitutively active; Potency, µM (doses to about 38.3 µM), for the others: at the highest dose activity change, negative = inhibition, usual class: inhibitors; actives 1.6% (n = 410,000); AID 624417, 2012; further: on the % scale 0 is the no-effect control and ±100 the full control effect; nearly all actives have a fitted effect of over 55% in size
Target sequence (P43220 whole entry, looked up): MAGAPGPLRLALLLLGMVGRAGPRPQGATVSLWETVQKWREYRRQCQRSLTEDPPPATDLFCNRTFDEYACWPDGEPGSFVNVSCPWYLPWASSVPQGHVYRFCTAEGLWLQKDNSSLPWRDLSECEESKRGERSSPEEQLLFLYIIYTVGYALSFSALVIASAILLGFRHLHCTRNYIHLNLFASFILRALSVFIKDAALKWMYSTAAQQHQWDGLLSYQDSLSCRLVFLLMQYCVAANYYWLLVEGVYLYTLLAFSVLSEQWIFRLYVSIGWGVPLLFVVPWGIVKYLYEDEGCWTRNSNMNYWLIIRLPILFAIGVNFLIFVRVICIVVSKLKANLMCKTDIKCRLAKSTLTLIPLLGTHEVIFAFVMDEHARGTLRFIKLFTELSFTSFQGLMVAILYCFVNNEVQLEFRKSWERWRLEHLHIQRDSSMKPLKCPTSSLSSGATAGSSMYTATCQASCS
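Luminescence readout: a drop in cAMP-driven luciferase signal flags inverse agonism at a constitutively active GLP-1R stably expressed in HEK293. Compound exposure lasted 24 hr at 37 deg C, 5% CO2.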
KB-3-1 cytotox = qHTS assay for MDR1-selective chemotherapeutics: Primary screen using the parental adenocarcinoma cell KB-3-1. Potency, µM (top dose mostly 46.1 µM), for the others: at the highest dose activity change, negative = cytotoxic, usual class: cytotoxic. actives 1.4% (n = 400,000). AID 1347075, 2019. KB-3-1 viability, CellTiter-Glo ATP luminescence, 72 h; further: on the % scale 0 is the no-effect control and ±100 the full control effect; nearly all actives have a fitted effect of over 60% in size
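Luminescent ATP read-out (CellTiter-Glo) measures survival of drug-naive KB-3-1 cells after 72 h compound exposure at 37 °C. Titration series was screened from lowest to highest concentration, with DMSO vehicle plates as background controls.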
GLP1R cytotox = qHTS of GLP-1 Receptor Inverse Agonists: Cytotox Screen; HEK293 cAMP-luciferase reporter cells, luminescence, 24 h; Potency, µM (highest dose often 38.3 µM), for the others: top-dose activity change, negative = inhibition, usual class: inhibitors; actives 0.13% (n = 410,000);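 further: loss of luciferase light is scored as toxicity; on the % scale 0 is the no-effect control and ±100 the full control effect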
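Here, cytotoxicity is scored as loss of luminescence. The MLSMR collection was tested on cells seeded in medium containing 10% Nu serum, with a 24 hr compound exposure preceded by 12 hours of culture.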
HT1080 IDH1KD tx = qHTS for induction of synthetic lethality in tumor cells producing 2HG: qHTS for the HT-1080-IDH1KD cell line; HT-1080 IDH1 knockdown viability, ATP luminescence, 48 h; Potency, µM (highest dose often 46.1 µM), for inactives: at the highest dose activity, negative = toxicity, usual class: cytotoxic; actives 2% (n = 360,000); AID 686971, 2013;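 further: 0% = DMSO wells and -100% = cell-free medium wells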
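Knockdown cells (IDH1KD HT-1080) received compounds 2 h after plating at 750 cells/well and were kept 48 h at 37 °C in 5% FBS RPMI. A CellTiter-Glo luminescence read gave % activity for curve fitting.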
HT1080-NT tox = qHTS for induction of synthetic lethality in tumor cells producing 2HG: qHTS for the HT-1080-NT fibrosarcoma cell line; Potency, µM (highest dose often 46.1 µM), for inactives: top-dose activity, negative = less viability, hits mostly cytotoxic; HT-1080-NT fibrosarcoma viability, CellTiter-Glo ATP luminescence, 48 h; actives 1.6% (n = 360,000); AID 686970, 2013;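 further: NT is the 2HG producing partner of a matched IDH1 knockdown line; 0% = DMSO-treated cells and -100% = media-only wells without cells; nearly all actives have a fitted effect of over 55% in size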
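Toxicity toward the 2HG-producing NT line was scored as %Activity, normalised to DMSO and no-cell wells, from CellTiter-Glo luminescence after 48 hours' treatment.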
TDP-43 yeast inh = qHTS of TDP-43 Inhibitors. TDP-43 expressing yeast growth rescue, BacTiter-Glo, 24 h. Potency, µM (series often up to 46.1 µM), for the others: top-dose growth rescue (activation), actives largely listed as activators. actives 1.8% (n = 410,000). AID 652104, 2013; further: % of control where 0% means no effect; nearly all actives have a fitted effect of over 50% in size
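Luminescence from BacTiter-Glo reports growth of TDP-43-expressing yeast after 24 hr at 30 deg C with compound. Cells were raffinose-pregrown to mid-log, then seeded in galactose medium at OD600=0.02.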
SW480 rereplic = A quantitative high throughput screen for small molecules that induce DNA re-replication in SW480 colon adenocarcinoma cells; SW480 DNA re-replication, Hoechst DNA content imaging, 48 h; actives 1.8% (n = 340,000); Potency, µM (series often up to 46.1 µM), without a hit: at the top dose re-replication activation, most hits filed as activators; AID 624297, 2012; further: % of control where 0% means no effect; nearly all actives have a fitted effect of over 55% in size
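DNA re-replication was detected as more nuclei of elevated Hoechst intensity after 48 hr exposure to compound (23 nL pinned per well of 250 cells).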
KB-V1 cytotox = qHTS assay for MDR1-selective chemotherapeutics: Primary screen using the drug-selected MDR subline cells KB-V1 | KB-V1 MDR cells viability, CellTiter-Glo, 72 h | Potency, µM (doses to about 46.1 µM), inactives show at the highest dose activity change, negative = cytotoxicity, most hits filed as cytotoxic | actives 3.4% (n = 400,000) | AID 1347076, 2019; further: on the % scale 0 is the no-effect control and ±100 the full control effect; nearly all actives have a fitted effect of over 60% in size
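qHTS viability screen in drug-selected KB-V1 MDR cells: 72 h compound treatment at 37 degrees C, ATP luminescence end point.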
GLP1R ag = qHTS of GLP-1 Receptor Agonists; Potency, µM (titrated, usually from 45.6 µM), for the others: at the highest dose activation, usual class: activators; HEK293 GLP-1R CRE-luciferase, luminescence, 4-6 h; cells express a hypersensitive GLP-1R form; Glucagon-like peptide 1 receptor (Homo sapiens), P43220; actives 0.007% (n = 380,000); further: % of control where 0% means no effect
Numbers without * were called inactive; u = inconclusive; x = not tested or not shown; & = joins results of further samples; [ ] = remark or other dose. The call rests on the fitted dose curve; in most records, active means well fitted curve in the direction sought with a large enough effect; inconclusive means small, poorly fitted or top-dose-only effect, or another doubt; inactive means no such curve, though single readings can be large; an effect the other way counts as inactive or inconclusive. Potency means the concentration at half of the fitted maximal effect.

The first 6 compounds, to show the layout:
SMILES	GLP1R inv ag	KB-3-1 cytotox	GLP1R cytotox	HT1080 IDH1KD tx	HT1080-NT tox	TDP-43 yeast inh	SW480 rereplic	KB-V1 cytotox	GLP1R ag
Cc1ccc(Sc2ccc(NC(=O)c3ccc(F)cc3)cc2C#N)cc1	-16%	0%	0%	-15%	-7%	-20%	x	0%	-2%
CC(=O)c1ccc(N2CCN(CC(=O)NCc3ccccc3)CC2)cc1	0%	-2%	3%	-4%	8%	2%	-43%	-5%	-1%
Cc1ccc(NC(=O)CCn2cccc2)cc1C	9%	1%	0%	0%	7%	14%	-2%	-29%	0%
COc1cccc(C(=O)Nc2cc(NC(=O)c3ccco3)ccc2OC)c1	6%	5%	-16%	15%	13%	u	3%	u	1%
Cc1ccc(Sc2c([N+](=O)[O-])ncn2C)cc1	-5%	-2%	-26%	-27%	-30%	10µM*	6%	2%	-7%
O=C(CSc1nc2[nH]c(=O)cc(O)c2s1)Nc1nccs1	-4%	-1%	-11%	-1%	3%	-9%	-8%	-11%	5%

Results, previewed entries included:
SMILES	GLP1R inv ag	KB-3-1 cytotox	GLP1R cytotox	HT1080 IDH1KD tx	HT1080-NT tox	TDP-43 yeast inh	SW480 rereplic	KB-V1 cytotox	GLP1R ag
Cc1ccc(Sc2ccc(NC(=O)c3ccc(F)cc3)cc2C#N)cc1	-16%	0%	0%	-15%	-7%	-20%	x	0%	-2%
CC(=O)c1ccc(N2CCN(CC(=O)NCc3ccccc3)CC2)cc1	0%	-2%	3%	-4%	8%	2%	-43%	-5%	-1%
Cc1ccc(NC(=O)CCn2cccc2)cc1C	9%	1%	0%	0%	7%	14%	-2%	-29%	0%
COc1cccc(C(=O)Nc2cc(NC(=O)c3ccco3)ccc2OC)c1	6%	5%	-16%	15%	13%	u	3%	u	1%
Cc1ccc(Sc2c([N+](=O)[O-])ncn2C)cc1	-5%	-2%	-26%	-27%	-30%	10µM*	6%	2%	-7%
O=C(CSc1nc2[nH]c(=O)cc(O)c2s1)Nc1nccs1	-4%	-1%	-11%	-1%	3%	-9%	-8%	-11%	5%
O=C(O)C1C2CCC1C(O)C2 (stereo not drawn)	-1%	-7%	2%	-4%	14%	3%	x	9%	-4%
S=C(NCc1ccccc1)N1CCN(c2ccccc2)CC1	u	-2%	3%	-9%	-1%	2%[9.22 µM]	-8%	4%	15%
CCOc1ccc(CNC(=O)NS(=O)(=O)c2ccc(OC)cc2)cc1	-8%	-8%	25%	3%	19%	-13%	3%	2%	5%
Cc1ccc(CNC(=O)c2ccc(N(C)S(=O)(=O)c3ccccc3)cc2)cc1	u	-17%	0%	-12%	-20%	25%	-1%	-3%	15%
Cc1cc2oc(=O)cc(CN3CCN(c4ccc(Cl)c(Cl)c4)CC3)c2cc1Cl	10%	0%	1%	4%	23%	6%	x	10%	6%
CCOC(=O)C1CCN(c2c(N(C)Cc3ccco3)c(=O)c2=O)CC1	26%	3%	1%	2%	11%	15%	-10%	0%	0%
CN(Cc1cnccn1)Cc1cn(Cc2ccccc2)nc1-c1ccc2c(c1)OCO2	1%	-4%	5%	8%	4%	-9%	-2%	-17%	6%
CN(C)S(=O)(=O)Oc1ccsc1C(=O)Nc1ccc(C(F)(F)F)cc1	u	0%	10%	-23%	-12%	2%	1%	u	14%
C=CCNC(=O)c1cc(-c2ccccc2)sc1N	11%	-11%	-3%	-1%	-9%	6%	x	-24%	x
CC(=O)Oc1ccc(N(C(C)=O)S(=O)(=O)c2cccs2)cc1	0%	7%	-17%	-27%	4%	-5%	-6%	-2%	-9%
C[C@H]1CN(c2ccc(Br)cc2)C(=O)[C@@H]1CC(=O)Nc1ccc(Br)cc1	-7%	-11%	-26%	-1%	-1%	11%	x	-5%	-3%
Cc1ccc(OCCC(=O)NNC(=O)c2ccc(Br)cc2)cc1	12%	19%	12%	-1%	2%	3%	0%	u	-1%
CCOc1ccc(NC(=O)CN(C)C(=O)CCNC(=O)c2ccc(Br)cc2)cc1OCC	14%	22%	14%	0%	1%	-4%	0%	0%	0%
Cc1nc2sc(C(c3cccc(F)c3)N3CCC(C)CC3)c(O)n2n1 (stereo not drawn)	u	-1%	7%	2%	-6%	-17%	10%	-3%	-3%
O=C(NC1CCCC1)c1cnn2c(C(F)(F)F)cc(-c3ccco3)nc12	-20%	11%	68%[activator]	u	3%	10%	0%	5.2µM*	24%
NC(=O)c1c(NC(=O)c2ccccc2Cl)sc2c1CCC2	2%	-1%	-21%	18%	19%	u	-9%	-30%	20%
O=C(Nc1ccc(F)cc1)Nc1cc(OCC(F)(F)F)cc(OCC(F)(F)F)c1	u	6.5µM*	u	8.2µM*	7.3µM*	7%	u	u	-13%
CCC(C(=O)NC1CCCCC1)n1c(SCc2cccc(C)c2)nc2ccncc21 (stereo not drawn)	u	u	-2%&-4%	-15%	-14%	18%&-20%	16%	0%&-4%	-1%
CC(NCc1ccccc1)c1ccccc1O (stereo not drawn)	-2%	5%	-45%	4%	-24%	-5%	-1%	-1%	18%
CCOC(=O)c1c(C)[nH]c(C)c1S(=O)(=O)N(C)CC(=O)N1CCN(c2ccccc2OC)CC1	15%	-9%	1%	x	x	-8%	x	u	x
CCC(Cc1ccccc1)NC(=O)C1CCN(S(=O)(=O)c2c(C)noc2C)CC1 (stereo not drawn)	52%[activator]	-1%	u	-8%	-4%	-8%	-1%	u	-4%
CC1(C)CC(=O)c2cc(OCC(=O)NCCN3CCOCC3)ccc2O1	4%	21%	1%	17%	14%	10%	2%	-1%	15%
COc1ccc(N=C2SC(CC(=O)Nc3ccccc3)C(=O)N2CCc2ccccn2)cc1 (stereo not drawn)	0%	u	-2%	10%	1%	21%	1%	u	-1%
O=C1c2ccccc2C(Nc2cccnc2)N1Cc1ccccc1Cl (stereo not drawn)	5%	2%	1%	2%	5%	17%	-13%	1%	-3%
Cc1ccc2oc(=O)n(CCCOc3ccccc3Cl)c2c1	-28%	u	-3%	x	x	u	x	-9%	x
Cc1ccc(N(CC(O)Cn2c3ccccc3c3ccccc32)S(C)(=O)=O)cc1 (stereo not drawn)	u	u	-3%	u	u	-8%	-5%	-17%	14%
O=C(COC(=O)CNC(=O)c1cccc([N+](=O)[O-])c1)Nc1cccc(S(=O)(=O)N2CCCCC2)c1	4%	13%	-17%	-2%	0%	-1%	x	-16%	1%
CCOC(=O)c1sc(NC(=S)NC(=O)c2ccco2)nc1C	15%	-7%	10%	-2%	2%	-4%	3%	-17%	0%
O=C(NCCN1CCN(c2ccccc2F)CC1)C1CCCN(S(=O)(=O)c2cnc[nH]2)C1 (stereo not drawn)	14%	2%	8%	6%	7%	12%	u	23%	9%
COc1ccccc1N1CCN(CCNC(=O)Nc2cccc(C)c2C)CC1	3.2µM*	-28%	-14%	u	-14%	-9%	u	-1%	-8%
O=C1/C(=C/c2ccco2)SC(=S)N1C1CCS(=O)(=O)C1 (stereo not drawn)	u	-1%	u	-22%	-26%	14%	13%	17%	12%
CCCS(=O)(=O)c1ccc(COC(=O)Cc2ccc([N+](=O)[O-])cc2)cc1	0%	0%	-25%	3%	2%	u	-6%	-2%	12%
CCOc1ccccc1NCc1cc(=O)oc2cc(C)ccc12	-23%	-1%	-2%	-15%	-22%	-10%	15%	-18%	6%
COc1ccc(C2CC(c3ccccc3)=NN2C(=O)COC(=O)COc2ccccc2)cc1 (stereo not drawn)	8%	6%	-8%	0%	6%	7%	-17%	5%	-3%
Cc1ccc(-n2ncc3c(=O)n(Cc4cccc(C(F)(F)F)c4)cnc32)cc1C	0%	-1%	-1%	x	x	23%	x	1%	x
CCCOc1ccc(C(=O)c2ccccc2C(=O)OC2CCOC2=O)cc1OCCC (stereo not drawn)	6%	u	-19%	u	u	13%	8%	-18%	-41%[inhibitor]
COc1ccc(-c2cc3nc(CCl)[nH]c(=O)c3s2)cc1	u	u	0%	16µM*	16µM*	-25%	u	u	-3%
NC(Cc1ccc(C(F)(F)F)cc1)c1csc(NC(=O)NCCc2ccccc2)n1 (stereo not drawn)	u	u	u	18µM*	23µM*	0%	x	-7%	-1%
OCC(C#CCN1CCCCC1)NCc1ccccc1 (stereo not drawn)	16%	15%	-8%	-5%	1%	-7%	-3%	-20%	0%
O=C(CCc1nnc(COc2ccccc2)o1)NC1(c2ccccc2)CC1	-16%	1%	-1%	-2%	-1%	13%	-3%	13%	-3%
CCc1ccc(NCc2cc3ccc(OC)cc3n(CC(=O)Nc3ccc(C(C)C)cc3)c2=O)cc1	0%	-21%	4%	x	x	2%	x	-26%	8%
CC1CCC(NC(=O)C2CC(=O)N(c3ccc(Cl)cc3)C2)CC1 (stereo not drawn)	3%	7%	-7%	-2%	1%	10%	-3%	0%	3%
Cc1cc(C)cc(N(CCC#N)C(=O)CSC2=Nc3ccccc3C3CC=NN23)c1 (stereo not drawn)	1%	-1%	u	u	-27%	u	-2%	u	24%
CSc1nc(C)cc(-n2ccc(=O)[nH]c2=O)n1	0%	0%	-6%	1%	1%	1%	u	10%	13%
Cc1cc(Br)ccc1SCC(=O)OCC(=O)NCc1ccco1	-1%	0%	3%	6%	15%	5%	2%	1%	13%
Cc1cc(Nc2cccc(O)c2)c2cccc(Br)c2n1	-5%	-8%	-1%	x	x	u	x	12%	x
O=C(COc1ccccc1-c1ccccc1)NCCN1C(=O)S/C(=C\c2cccnc2)C1=O	-1%	-11%	78%[activator]	-19%	-16%	-21%	x	u	-5%
